Assay outcomes from PubChem BioAssay.
TRHR agonist: qHTS for Small Molecule Agonists and Allosteric Enhancers of Human TRH Receptor: Primary Screen for Agonists; Thyrotropin-releasing hormone receptor (Homo sapiens), P34981; TRHR cells, calcium flux fluo-8, FDSS agonist mode; activation, % at 2 µM; 360,000 tested, 0.18% active; AID 493084, 2011; in the data active means activation above about 30%; further: 0% is about no effect
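Steps: seed TRHR cells overnight; add fluo-8 no-wash Ca dye, RT 30 min–1.5 h; record 10 s baseline; pin-transfer compounds; monitor fluorescence 1 cycle/s for the agonist window. Calcium increases flag candidate agonists.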
RXFP1 agonist: qHTS Assay for Agonists of the Relaxin Receptor RXFP1. Potency, µM (doses to about 57.5 µM), for the others: top-dose activation, most hits filed as activators. HEK293T-RXFP1 cAMP TR-FRET, 30 min; response scale: percent of porcine relaxin response, buffer zero. AID 2676, 2010. 370,000 tested, 0.3% active; further: potency means the concentration at half of the fitted maximal effect; on the % scale 0 is the no-effect control and ±100 the full control effect; nearly all actives have a fitted effect of over 60% in size; many of its hits are not listed in these tables
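HEK293 cells stably expressing RXFP1, treated 30 min at 37C with compounds plus PDE4 inhibitor Ro 20174; cAMP measured by HTRF TR-FRET. Normalized to buffer and 29 nM porcine relaxin; EC50 by Hill fit.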
D2 PAM: HTS Assay for Positive Allosteric Modulators of the Human D2 Dopamine Receptor: Primary Screen for Potentiators; AID 485347, 2010; potentiation, % at 10 µM; 340,000 tested, 0.34% active; HEK293 T-REx D2, calcium flux, EC20 dopamine potentiation;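 active means potentiation over 3 SD above the plate norm, cut at about 30% in these data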; further: 0% is about no effect
Target sequence (P14416 whole entry, looked up): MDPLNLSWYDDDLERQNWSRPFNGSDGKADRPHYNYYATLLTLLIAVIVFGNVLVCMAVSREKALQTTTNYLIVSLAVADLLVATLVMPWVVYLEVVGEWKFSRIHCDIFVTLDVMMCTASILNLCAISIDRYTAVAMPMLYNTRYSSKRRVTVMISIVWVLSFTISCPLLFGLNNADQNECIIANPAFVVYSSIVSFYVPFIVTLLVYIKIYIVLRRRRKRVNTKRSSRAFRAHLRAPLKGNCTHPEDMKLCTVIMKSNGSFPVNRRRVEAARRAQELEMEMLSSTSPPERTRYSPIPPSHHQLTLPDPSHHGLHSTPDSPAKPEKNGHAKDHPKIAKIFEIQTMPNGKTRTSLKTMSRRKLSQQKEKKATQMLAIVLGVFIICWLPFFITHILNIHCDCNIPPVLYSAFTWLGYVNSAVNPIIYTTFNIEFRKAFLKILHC
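Cells plated with tetracycline inducer and held overnight at 30 C; calcium dye loaded 30–90 min at room temperature; baseline taken, compound added and read 180 s; EC20 dopamine then added and read 180 s.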
RXFP1 antag: qHTS Assay for Antagonists of the Relaxin Receptor RXFP1. 350,000 tested, 0.59% active. activity change, negative = inhibition, % at 57.5 µM. Relaxin receptor 1 (Homo sapiens), Q9HBX9. HEK293-RXFP1, relaxin-stimulated cAMP HTRF, 30 min; stronger effect = lower value;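 active means activity change of -60% or lower, but not beyond a set lower limit; inconclusive means change between -60% and -40%, or beyond the set limit; inactive means change above -40%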; further: on the % scale 0 is the no-effect control and ±100 the full control effect
Apoferritin bind: qHTS Assay for Identification of Novel General Anesthetics | 350,000 tested, 0.074% active | Potency, µM (doses to about 77.5 µM), without a hit: at the top dose activity change, negative = displacement, usual class: inhibitors | apoferritin/1-aminoanthracene competitive binding, fluorescence | Ferritin light chain (Equus caballus), P02791 | AID 485281, 2010; further: potency means the concentration at half of the fitted maximal effect; on the % scale 0 is the no-effect control and ±100 the full control effect; nearly all actives have a fitted effect of over 20% in size
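Steps: apoferritin (10 uM) was premixed with half-saturated 1-AMA in PBS, compounds were pin-transferred, plates stood 10 min at room temperature, fluorescence was read at 380/535 nm, and curves were fitted with a Hill equation.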
D1 ag: Allosteric Agonists of the Human D1 Dopamine Receptor: qHTS; AID 504660, 2011; activation, % at 2 µM; 360,000 tested, 1% active; HEK293 T-REx D1 cells, calcium flux, agonist mode; D(1A) dopamine receptor (Homo sapiens), P21728; in the data active means activation above about 30%; further: 0% is about no effect
Target sequence (P21728 whole entry, looked up): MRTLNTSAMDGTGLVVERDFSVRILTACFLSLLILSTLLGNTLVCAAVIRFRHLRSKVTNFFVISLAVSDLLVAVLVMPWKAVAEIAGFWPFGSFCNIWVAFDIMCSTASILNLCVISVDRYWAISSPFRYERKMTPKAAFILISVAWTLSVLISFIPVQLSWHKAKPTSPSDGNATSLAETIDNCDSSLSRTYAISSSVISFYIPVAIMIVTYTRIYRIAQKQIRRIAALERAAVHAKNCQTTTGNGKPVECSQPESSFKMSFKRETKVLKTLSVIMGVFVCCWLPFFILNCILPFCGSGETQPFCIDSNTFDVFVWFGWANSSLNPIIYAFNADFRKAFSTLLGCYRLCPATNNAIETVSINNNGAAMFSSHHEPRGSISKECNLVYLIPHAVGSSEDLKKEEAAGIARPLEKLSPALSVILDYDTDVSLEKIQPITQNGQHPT
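Inducible HEK293 T-REx D1 cells, force-coupled to calcium signalling, were plated at 4000 cells/well with tetracycline and held overnight at 30 C. After no-wash calcium dye loading, compound-evoked calcium rise over 180 s flagged agonists.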
D1 antag: Antagonist of Human D 1 Dopamine Receptor: qHTS | D(1A) dopamine receptor (Homo sapiens), P21728 | HEK293 TREx D1 cells, calcium flux, dopamine EC80; stronger effect = lower value | activity change, negative = inhibition, % at 10 µM | 360,000 tested, 3.2% active; in the data active means activity change below about -30%; further: on the % scale 0 is the no-effect control and ±100 the full control effect
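Tetracycline-induced HEK293 Trex D1 cells, force-coupled to calcium, dye-loaded; compounds added and read 180 s, then EC80 dopamine added and calcium flux tracked kinetically another 180 s.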
TRHR enhancer: qHTS for Small Molecule Agonists and Allosteric Enhancers of Human TRH Receptor: Primary Screen for Enhancers. AID 493056, 2011. enhancement, % at 2 µM. TRHR cells, fluo-8 calcium fluorescence, EC20 TRH enhancement. 360,000 tested, 0.66% active; in the data active means enhancement above about 30%; further: 0% is about no effect
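Enhancer read-out: after compound pinning and an initial kinetic agonist-mode read, an EC20 of TRH (10 nM final) was injected and fluo-8 calcium signal (Ex 480/Em 530) followed at 1 s/cycle for 100 cycles in TRHR-expressing cells.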
D1 PAM: Potentiators of Human D1 Dopamine Receptor: qHTS | 360,000 tested, 0.036% active | D(1A) dopamine receptor (Homo sapiens), P21728 | HEK293 TREx D1 cells, calcium flux, dopamine EC20 potentiation | potentiation, % at 10 µM; in the data active means potentiation above about 30%; further: 0% is about no effect
Numbers without * were called inactive; ? = inconclusive; . = no result given; & = joins results of further samples; [ ] = dose if it differs, or a comment. Unless noted, the call rests on the fitted dose curve; in most records, active means well fitted curve in the direction sought with a large enough effect; inconclusive means small, poorly fitted or top-dose-only effect, or another doubt; inactive means no such curve, though single readings can be large; an effect the other way counts as inactive or inconclusive.

Preview, two compounds:
SMILES	TRHR agonist	RXFP1 agonist	D2 PAM	RXFP1 antag	Apoferritin bind	D1 ag	D1 antag	TRHR enhancer	D1 PAM
COCC(=O)O[C@]1(CCN(C)CCCc2nc3ccccc3[nH]2)CCc2cc(F)ccc2[C@@H]1C(C)C	2.9	0.8%	7	-30	-15%&-19%	67*	-23	-4	-10
C/C(=N/NS(=O)(=O)c1ccc(Cl)cc1)c1cccc(O)c1	-0.2	-0.2%	1	4	-17%	1	4	4	0

This part in full, from the start:
SMILES	TRHR agonist	RXFP1 agonist	D2 PAM	RXFP1 antag	Apoferritin bind	D1 ag	D1 antag	TRHR enhancer	D1 PAM
COCC(=O)O[C@]1(CCN(C)CCCc2nc3ccccc3[nH]2)CCc2cc(F)ccc2[C@@H]1C(C)C	2.9	0.8%	7	-30	-15%&-19%	67*	-23	-4	-10
C/C(=N/NS(=O)(=O)c1ccc(Cl)cc1)c1cccc(O)c1	-0.2	-0.2%	1	4	-17%	1	4	4	0
NS(=O)(=O)c1cccc(NC(=O)CC(NC(=O)c2ccccc2Cl)c2ccccc2)c1 (stereo not given)	-1.2	5.0%	-5	3	-4%	10	1	3	-6
O=C(c1ccc(COc2ccc(Cl)cc2)o1)N1N=C(C(F)F)CC1(O)C(F)F (stereo not given)	0.2	3.9%	-9	6	-18%	11	-8	-4	-7
CCC(=O)Nc1cc(OC)c(NC(=O)c2ccccc2)cc1OC	0.0	0.0%	-8	7	-2%	6	6	-3	4
Cc1ccc(C(=O)N/N=C(\CC(C)C)c2ccccc2)cc1	-1.0	-1.7%	-26	-6	-7%	-2	6	-2	-2
Cc1ccc(SCC(=O)OCC(=O)N2CCN(C(=O)c3ccco3)CC2)c(C)c1	-0.1	-2.0%	4	-3	.	0	-11	-1	4
Nc1c(N2CCCCC2)c2ccccc2oc1=O	0.3	-2.3%	.	-23	-12%	-2	10	-1	1
O=S(=O)(c1ccc(-c2cnc(C3CC3)o2)cc1)N1CCN(c2ccc(F)cc2)CC1	0.8	2.9%	6	.	41%[activator]	16	-10	7	0
Cc1ccccc1CN(c1ccc(C(=O)Nc2cccnc2)cc1)S(C)(=O)=O	0.6	2.3%	-4	-16	-20%	2	-11	-3	-3
COc1cc(NC(=O)COc2c(C)cc(C)cc2[N+](=O)[O-])c(OC)cc1Cl	-1.5	3.6%	-2	?	-12%	2	0	-14	-6
O=C(Cn1nnc(-c2cccs2)n1)NNC(=O)c1ccccc1Cl	0.3	5.5%	21	13	6%	2	-12	2	7
COCC(=O)Nc1nnc(COc2ccc(Cl)cc2)s1	-0.5	-1.3%	3	-1	-2%	3	5	4	0
COc1cccc(CNC(=O)C2CCCN(c3nnc(-n4c(C)ccc4C)s3)C2)c1OC (stereo not given)	-1.1	-0.5%	-10	.	-7%	-2	1	6	-4
Clc1cccc(Oc2ncccn2)c1	-0.5	5.4%	0	-5	5%	4	-5	-1	-2
COc1ccc(OC)c(-n2c(C)nc3cc(C(=O)O)ccc32)c1	-0.4	0.0%	1	-3	-7%	3	-5	7	-1
Cc1cc2oc(C(=O)NCCc3ccc(S(N)(=O)=O)cc3)c(C)c2cc1C	-1.0	0.2%	3	-29	3%	0	-7	4	-1
COc1ccc(CN(CC(=O)NCc2ccc(F)cc2)C(=O)c2csnn2)cc1	-0.8	-1.4%	1	-1	2%	9	-14	6	-1
COc1cc(C(=O)N[C@@H](Cc2c[nH]c3ccccc23)C(=O)O)cc(OC)c1OC	0.3	1.0%	.	-7	2%	1	1	-2	0
CCN(CC)c1ccc(NC(=O)c2[nH]c(C)c(C(C)=O)c2C)c(C)c1	-0.8	1.1%	.	2	0%	16	-23	-7	-4
O=C(CNc1ccc(F)cc1)N/N=C1\CCCc2ccccc21	-0.9	2.4%	7	-8	?	1	32	-7	9
O=C(Nc1cc(Br)ccc1O)c1cc(-c2ccco2)on1	0.5	-0.3%	9	-36	-4%	5	-13	11	-2
CCCCOC(=O)CSc1nnc(-c2ccc(Cl)cc2Cl)o1	-1.2	5.3%	14	-37	?	4	-28	6	-3
Cc1nn(-c2ccccc2)nc1C(=O)Oc1cc(C(F)(F)F)nn1-c1ccccc1	-1.2	0.9%	-4	3	-2%	2	-13	-4	0

An excerpt from above in order of heavy-atom count, smallest number first.
SMILES	TRHR agonist	RXFP1 agonist	D2 PAM	RXFP1 antag	Apoferritin bind	D1 ag	D1 antag	TRHR enhancer	D1 PAM
Clc1cccc(Oc2ncccn2)c1	-0.5	5.4%	0	-5	5%	4	-5	-1	-2
COCC(=O)Nc1nnc(COc2ccc(Cl)cc2)s1	-0.5	-1.3%	3	-1	-2%	3	5	4	0
Cc1cc2oc(C(=O)NCCc3ccc(S(N)(=O)=O)cc3)c(C)c2cc1C	-1.0	0.2%	3	-29	3%	0	-7	4	-1
Cc1nn(-c2ccccc2)nc1C(=O)Oc1cc(C(F)(F)F)nn1-c1ccccc1	-1.2	0.9%	-4	3	-2%	2	-13	-4	0
COc1cccc(CNC(=O)C2CCCN(c3nnc(-n4c(C)ccc4C)s3)C2)c1OC (stereo not given)	-1.1	-0.5%	-10	.	-7%	-2	1	6	-4

Next part
SMILES	TRHR agonist	RXFP1 agonist	D2 PAM	RXFP1 antag	Apoferritin bind	D1 ag	D1 antag	TRHR enhancer	D1 PAM
O=C(NC12CC3CC(CC(C3)C1)C2)N1CCN(C(=O)C2CCCO2)CC1 (stereo not given)	-0.2	19%	8	-5	3%	2	6	2	-1
CSc1nsc(SCc2ccc(Cl)cc2)n1	-0.5	0.2%	-8	7	?	3	4	10	-4
COc1ccc(-c2nc(CN3CCC(C(=O)NCC4CCCO4)CC3)c(C)o2)cc1OC (stereo not given)	0.0	2.8%	-2	7	-8%	1	9	8	-4
COC(=O)c1ccc(C(=O)OC)c(NC(=O)c2cnn3c(C(F)F)cc(-c4ccc(C)cc4)nc23)c1	-1.1	-3.8%	5	.	-3%	-1	-4	1	-7
CCOc1ccc(OCCCC(=O)NNC(=O)c2ccncc2)cc1	0.1	1.4%	1	-1	.	1	-2	2	-3
COc1cccc(-c2cc(C(F)(F)F)nc(NCc3ccc(F)cc3)n2)c1	2.4	-3.6%	-9	.	-9%	15	8	-3	1
CCC(CO)NCc1ccc(-c2ccccc2)cc1 (stereo not given)	0.6	0.9%	7	-17	-9%	9	2	9	-4
COc1ccc(COc2cc(-c3cccc(OC)c3)nc3ccc(NC(=O)c4cccnc4)cc23)cc1	0.4	3.3%	3	.	6%&-20%	4	29	2	1
COC(=O)c1cc(OC)c(OC)cc1NC(=O)CSc1ccccc1	-0.4	-2.3%	-1	-14	3%	4	-4	1	-7
O=C(O)/C(=C\c1cn(-c2ccccc2)nc1-c1cccnc1)NC(=O)c1ccccc1	0.9	1.3%	4	-6	0%	1	10	4	-2
COc1cc(/C=N/Nc2nc(-c3ccc(S(=O)(=O)N(C)C)cc3)cs2)ccc1O	-0.2	0.7%	4	-7	-18%	2	-1	11	-3
Cc1cc(Nc2ccccc2)c2c([N+](=O)[O-])c(C)cc(C)c2n1	-1.6	1.4%	3	.	-10%	4	-1	3	-7
CCn1cc(C(=O)O)c(=O)c2cnc(N3CCN(C(=S)NC(=O)c4ccc(OC)cc4)CC3)nc21	-0.6	3.7%	2	-1	15%	6	7	20	4
O=C1CC(C(=O)N(c2ccccc2)C(C(=O)NC2CCCC2)c2ccncc2)CS1 (stereo not given)	-0.7	-0.2%	-2	9	1%	4	4	-2	-2
COc1ccc(Cn2c(=O)[nH]c3cc(C(=O)N4CCN(c5ccccc5F)CC4)ccc3c2=O)cc1	-1.3	1.6%	13	-5	0%	1	6	-3	.
C[n+]1cccc(C2C(C#N)=C(N)Oc3c2ccc2ccccc32)c1 (stereo not given)	-0.3	4.8%	7	6	59%[activator]	3	3	7	4
Cc1csc2nc(O)c(C(=O)NC3CCCCC3)c(=O)n12	-0.6	-0.2%	-2	-3	.	-1	-1	1	-1
Cc1cc(C)cc(NC(=O)CCCN2C(=O)COc3ccc(C)cc32)c1	-0.4	0.1%	-18	-2	-13%	6	-6	-4	-1
CCn1cc(S(=O)(=O)c2cc(C)cc(C)c2)c(=O)c2cc(F)c(N3CCC(C)CC3)cc21	-0.1	3.7%	6	-11	-15%	-1	-2	3	2
Cc1ccc(C(=O)CSc2nnc3c4ccccc4nc(C(C)(C)C)n23)cc1	0.2	2.5%	-9	-6	-16%	2	2	-5	-5
Cc1[nH]c2ccc(-c3n[nH]c(=S)n3-c3ccc(Br)cc3)cc2c1C	2.2	4.7%	16	-19	-5%	1	-2	12	1
Cc1cc(C(=O)OCC(=O)Nc2nnc(C(C)C)s2)c2ccccc2n1	-0.1	0.2%	2	-6	-10%	8	-8	7	1
COc1ccc(C2NC(=O)N(C)C3=C2C(=O)N(c2ccc(Br)cc2)C3)cc1 (stereo not given)	0.0	1.9%	-9	-20	-15%	1	-9	5	3
CCc1ccc(C(=O)c2cn(CC(=O)NCc3ccc(C)cc3)c3nc(C)ccc3c2=O)cc1	-0.5	?	-4	2	-4%	1	19	0	-2
CCc1ccc(-n2c(=O)c3ccccc3n3c(=S)[nH]nc23)cc1	1.4	?	-14	17	-4%	3	-10	7	-2

Not all compounds are listed; rates above refer to the full screens.
